# High-throughput results (PubChem BioAssay)
# PhoP GFP inhibition – PhoP regulon inhibitors, Salmonella typhi PhoP promoter GFP reporter, confirmatory (AID 1850); Salmonella Typhi PhoP-promoter GFP reporter, fluorescence, 4 h; higher % means a stronger effect; inhibition, % at 50 µM; hits with a dose series show IC50 in µM; 0.33% of 310,000 active; in the data active means a potency from the dose series; inconclusive means inhibition mostly from about 25% at the one dose, without a potency; inactive means the rest, 99 in 100 with inhibition below about 19%;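 further: 0% = induced wells with vehicle and 100% = uninduced wells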
# H37Rv inhibition – M. tuberculosis growth inhibition, HTS (AID 449762); M. tuberculosis H37Rv growth inhibition, 7H9 media; higher % means a stronger effect; inhibition, % at 25 µM; hits with a dose series show IC50 in µM; 0.59% of 330,000 active; in the data active means a potency from the dose series; inconclusive means inhibition above about 70% without an active follow-up result;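 further: bacterial growth assessed after seven days of incubation; strong numbers were not always called active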
# M. tuberculosis – growth inhibition of non-replicating M. tuberculosis (AID 488890). Mycobacterium tuberculosis non-replicating, growth inhibition; higher % means a stronger effect. inhibition, % at 25 µM, or IC50 in µM where a hit was titrated. 0.39% of 320,000 active; in the data active means a potency from the dose series; inconclusive means inhibition mostly from about 82% at the one dose, without a potency; inactive means the rest, 99 in 100 with inhibition below about 76%;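 further: plate controls were DMSO cells for no effect and high antibiotic wells for full effect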
# inhibitors of VEEV – inhibitors of VEEV TC-83 cytopathic effect, confirmation, Vero cells (AID 588727); Vero cells, VEEV TC-83 cytopathic effect inhibition; higher % means a stronger effect; inhibition, % at 20 µM; hits with a dose series show IC50 in µM; 0.13% of 350,000 active; in the data active means a potency from the dose series; inconclusive means inhibition mostly from about 14% at the one dose, without a potency; inactive means the rest, 99 in 100 with inhibition below about 12%; further: strong numbers were not always called active
# H1N1 NS1A inhibition – H1N1 influenza NS1A inhibitors, functional cell based assay (AID 504329); NS1A functional cell-based assay, percent inhibition; higher % means a stronger effect; inhibition, % at 12.5 µM, or IC50 in µM where a hit was titrated; 0.3% of 340,000 active; in the data active means a potency from the dose series; inconclusive means inhibition above about 27% without an active follow-up result; further: strong numbers were not always called active
# inhibitors of VEEV 10K pilot screen – further read-out of inhibitors of VEEV, marked with its call; inhibition, %; measured here: 10K pilot screen inhibition
# Numbers without * were called inactive; i = inactive; ? = inconclusive; nt = not tested or not shown.
SMILES,PhoP GFP inhibition,H37Rv inhibition,M. tuberculosis,inhibitors of VEEV,H1N1 NS1A inhibition,others
CN(C)S(=O)(=O)c1cccc(NC(=O)c2cccc(NS(=O)(=O)c3ccccc3)c2)c1,-1%,-7%,21%,7.6%,-12%,
CCC(=O)NC(C)C(c1cccs1)N1CCOCC1 (stereo not given),-6%,-17%,-2%,3.0%,1%,
S=C(Nc1cccnc1)NC1CC2CCC1C2 (stereo not given),-5%,-3%,?,3.4%,-7%,
O=C(C1=C[C@H](c2csc3ccccc23)C[C@H](OCCCCO)O1)N1CCN(Cc2ccc3c(c2)OCO3)CC1,0%,60%,17%,1.8%,-6%,
CCOC(=O)c1c(C)n(C)c2ccc(OCC(O)CNCCc3ccccc3)cc12 (stereo not given),-19%,15%,17%,6.0%,0%,
O=C(CNC(=O)c1ccco1)OCc1ccccc1F,nt,5%,nt,i,-12%,
O=C(Nc1ccccc1Cc1ccccc1)C1CC(=O)N(c2ccc3c(c2)OCCO3)C1 (stereo not given),2%,1%,9%,8.9%,-10%,
Cc1ccc(/C([O-])=C(/C(=S)NCc2ccccc2)[n+]2ccccc2)cc1[N+](=O)[O-],7%,5%,11%,9.7%,0%,
N#Cc1nc(COc2cccc(Cl)c2)oc1N1CCN(c2ccccc2)CC1,-8%,6%,11%,i,-11%,
COc1ccc(Oc2nc(OC)cc(OC)n2)cc1,-2%,10%,58%,1.2%,11%,
Cc1ccccc1C(=O)NC1CCN(C(=O)N2CCOCC2)CC1,-29%,-4%,-12%,i,-1%,
O=C(CN(c1cccc([N+](=O)[O-])c1)S(=O)(=O)c1ccccc1)NCc1ccccc1,-6%,7%,9%,i,-3%,
CC(=O)Nc1cc(C(=O)N2CCCC2)ccc1Sc1ccc(C)cc1,-5%,-9%,9%,3.2%,19%,
COC(=O)/C=C1\N/C(=N\c2nc(C)cc(C)n2)N(c2ccc(C)cc2)C1=O,-10%,2%,38%,0.5%,-4%,
CCN(CC)c1ccc(C(=O)OCC(=O)NCC2CCCO2)cc1 (stereo not given),-5%,-11%,0%,i,-5%,
COc1ccc(-c2cc(=O)oc3cc(OC(C)C(=O)O)ccc23)cc1 (stereo not given),8%,-11%,-3%,2.4%,0%,
CCCc1nnc(NC(=O)CCCC(=O)O)s1,9%,2%,-23%,0.1%,8%,
CCC(=O)C(C#N)(c1ccc(OC)c(OC)c1)C(C)C (stereo not given),nt,7%,1%,1.7%,-2%,
CCN(C(=O)CSc1nnc(-c2ccccc2Cl)n1N)c1c(N)n(Cc2ccccc2)c(=O)[nH]c1=O,nt,nt,nt,0.9%,-5%,
Cc1ccnc(SCCn2c(N3CCN(Cc4ccccc4)CC3)nc3c2c(=O)[nH]c(=O)n3C)n1,1%,0%,-1%,8.1%,-3%,

# Nothing new here: entries from further up.
SMILES,PhoP GFP inhibition,H37Rv inhibition,M. tuberculosis,inhibitors of VEEV,H1N1 NS1A inhibition,others
CN(C)S(=O)(=O)c1cccc(NC(=O)c2cccc(NS(=O)(=O)c3ccccc3)c2)c1,-1%,-7%,21%,7.6%,-12%,
CCC(=O)NC(C)C(c1cccs1)N1CCOCC1 (stereo not given),-6%,-17%,-2%,3.0%,1%,
S=C(Nc1cccnc1)NC1CC2CCC1C2 (stereo not given),-5%,-3%,?,3.4%,-7%,

# (further entries)
SMILES,PhoP GFP inhibition,H37Rv inhibition,M. tuberculosis,inhibitors of VEEV,H1N1 NS1A inhibition,others
COc1ccc(NC(=O)c2ccc(S(=O)(=O)C(F)F)cc2)c(OC)c1,-7%,4%,24%,4.3%,14%,
CCN(c1ccccc1)S(=O)(=O)c1ccc(NC(=S)NC(=O)c2cccs2)cc1,-4%,-7%,-1%,11%,-7%,
CN(C)/C=N/NC(=O)c1ccccc1Cl,6%,-3%,-4%,0.8%,-3%,
CC(=O)C(Cc1ccccc1)(Cc1ccccc1)C(C)=O,-10%,5%,27%,0.8%,-7%,
Cc1ccc(-c2c3c(=O)n(C)c(=O)n(C)c3cn2Cc2ccccn2)cc1,-7%,-10%,2%,2.7%,1%,
Cc1ccc(OCC(=O)Nc2ccc(N3CCN(C(=O)c4ccco4)CC3)cc2)c(C)c1,-9%,?,35%,2.5%,17%,
CC1CCc2c(sc(NC(=O)CN3CCN(C(=O)c4ccco4)CC3)c2C#N)C1 (stereo not given),2%,64%,35%,0.2%,1%,
CS(=O)(=O)N1CCN(c2ccccc2NC(=O)c2ccc3ccccc3c2)CC1,3%,9%,17%,8.2%,-4%,
O=C(NCc1ccccn1)C1CCN(Cc2cnn(-c3ccccc3)c2-n2cccc2)CC1,1%,-1%,37%,i,7%,inhibitors of VEEV 10K pilot screen=0.3
COc1cccc(NC(=O)CN(C)C(=O)c2ccc(-n3cncn3)c([N+](=O)[O-])c2)c1,nt,-13%,-13%,7.7%,1%,
Cc1ccc(NC(=O)C2CCN(C(=O)c3ccccc3C)CC2)cc1,0%,0%,10%,i,-3%,
C=CCOn1c(=O)c(-c2ccccc2)[n+]([O-])c2ccccc21,10%,-4%,-10%,2.8%,-14%,
CC(C)(C)N=C1NN=C(c2cc3ccccc3o2)CS1,-9%,3%,52%,2.4%,-4%,
CCc1n[nH]c(=O)n1Cn1c(CC)n[nH]c1=O,7%,-2%,-8%,i,6%,
Cc1ccc(C2OC(=O)C=C2c2ccccc2)cc1 (stereo not given),-3%,-2%,25%,0.2%,5%,
CCOc1ccc(CCNC(=O)c2cccc(S(=O)(=O)N3CC(C)OC(C)C3)c2)cc1OCC (stereo not given),2%,3%,5%,6.5%,-10%,
Cc1ccc(S(=O)(=O)NC2CCCCCC2)cc1,nt,1%,22%,2.5%,-23%,
O=C(Nc1ccc(Cl)cc1F)c1ccc(-n2cncn2)cc1,nt,-8%,-5%,2.1%,-3%,
COc1nc(OCC#N)nc(N2CCCCC2)n1,2%,-13%,-15%,0.3%,-7%,
Cc1ccc(OCC(=O)NNC(=S)NC(=O)c2ccc(Br)o2)c(C)c1,-1%,?,?,42%,-12%,
Cc1cc(C)nc(NC(=O)c2ccc(Cl)c([N+](=O)[O-])c2)n1,-5%,3%,59%,4.8%,-17%,
COc1ccc2c(c1OC)c(=O)n1c3ccc(OC(C)C(=O)NCCCN4CCOCC4)cc3c3ccnc2c31 (stereo not given),4%,-9%,4%,8.4%,12%,
O=C(N1CCCC1)C(F)(F)Oc1ccc(F)cc1,4%,39%,79%,0.8%,-4%,
CCOc1ccc(C(Nc2ccc(C)cc2)P2(=O)OCCCO2)cc1 (stereo not given),0%,4%,22%,0.8%,0%,
O=C(NC1C(=O)NNC1c1ccccc1)c1ccc(F)cc1 (stereo not given),6%,-12%,-5%,0.8%,6%,
O=C(CN1CCOCC1)c1ccc2cc[nH]c2c1,0%,2%,-12%,0.1%,5%,
Cc1nnc(SCC(=O)Nc2sc3c(c2C#N)CCCC3)[nH]c1=O,-11%,6%,27%,0.4%,-2%,
CCCc1cc2c(=O)c(-c3nc4ccccc4s3)c(COCC(=O)O)oc2cc1O,nt,nt,nt,5.5%,-14%,
O=C(NNc1nc(=O)c2cccnc2s1)c1ccccc1O,9%,-10%,0%,13%,11%,inhibitors of VEEV 10K pilot screen=14
Cc1ccc(C)c(C(C)NC(=O)CC#N)c1 (stereo not given),2%,2%,-21%,0.2%,8%,
CCCCN(C)CCNC(=O)CN1C(=O)CSc2ccc(S(=O)(=O)N3CCCC3)cc21,-1%,0%,7%,i,6%,
O=C(COC(=O)c1ccc(Cl)nc1)c1ccc2c(c1)OCCO2,3%,69%,80%,i,-6%,
O=C(Cn1ccc([N+](=O)[O-])n1)NCc1ccccc1,-8%,8%,38%,1.5%,-5%,
COc1cc(C2CC(=O)Oc3c(C(CCN4CCN(c5ccccc5)CC4)c4ccc(N(C)C)cc4)c(OC)cc(OC)c32)cc(OC)c1OC (stereo not given),-7%,2%,14%,i,18%,inhibitors of VEEV 10K pilot screen=0.8
Clc1ccc(Cn2cc(/C=N/n3cnnc3)c3ccccc32)cc1,7%,24%,34%,4.7%,-2%,
Cc1ccc(/C=C/C(=O)Nc2cc(S(=O)(=O)N3CCCCCC3)ccc2OCC(F)(F)F)o1,-1%,-12%,-5%,1.3%,-5%,
CC1=CC(C)(C)N2C(=O)C3(SCC(=O)N3c3ccc(F)cc3)c3cc(C)cc1c32 (stereo not given),5%,7%,41%,i,2%,
O=C(NCc1ccccc1)c1ccc(Br)cc1Br,-6%,2%,69%,1.5%,-2%,
CCOC(=O)/C(C#N)=C/c1c(Oc2cccc(C)c2)nc2c(C)cccn2c1=O,-4%,-1%,6%,0.7%,-7%,
COc1ccccc1/C=N/NC(=O)c1csc(C)c1C,-6%,4%,-6%,0.1%,-3%,

# 5 compounds picked at random from those above:
SMILES,PhoP GFP inhibition,H37Rv inhibition,M. tuberculosis,inhibitors of VEEV,H1N1 NS1A inhibition,others
COc1ccc2c(c1OC)c(=O)n1c3ccc(OC(C)C(=O)NCCCN4CCOCC4)cc3c3ccnc2c31 (stereo not given),4%,-9%,4%,8.4%,12%,
O=C(COC(=O)c1ccc(Cl)nc1)c1ccc2c(c1)OCCO2,3%,69%,80%,i,-6%,
CCOC(=O)/C(C#N)=C/c1c(Oc2cccc(C)c2)nc2c(C)cccn2c1=O,-4%,-1%,6%,0.7%,-7%,
CCCc1cc2c(=O)c(-c3nc4ccccc4s3)c(COCC(=O)O)oc2cc1O,nt,nt,nt,5.5%,-14%,
Cc1ccc(/C=C/C(=O)Nc2cc(S(=O)(=O)N3CCCCCC3)ccc2OCC(F)(F)F)o1,-1%,-12%,-5%,1.3%,-5%,

# Next results follow:
SMILES,PhoP GFP inhibition,H37Rv inhibition,M. tuberculosis,inhibitors of VEEV,H1N1 NS1A inhibition,others
c1ccc(C2=Nn3c(nnc3-c3ccncc3)SC2)cc1,9%,-2%,-20%,0.5%,-18%,
Cc1cc(C)cc(C(=O)NC(CC(N)=O)c2ccc(NC3CCCCC3)c([N+](=O)[O-])c2)c1 (stereo not given),-11%,13%,-1%,0.6%,8%,
CC1CN(C(=O)Nc2ccccc2)c2ccccc2-[n+]2ccsc21 (stereo not given),-6%,1%,12%,1.0%,3%,
COc1cccc(-c2nc(CS(=O)(=O)CC(=O)NCCCN3CCc4ccccc4C3)c(C)o2)c1,0%,-28%,52%,2.6%,6%,
Cc1cc(C)c2c(NC(=S)NC(=O)c3ccccc3)nn(C)c2n1,-9%,2%,?,0.5%,3%,
O=C(Nc1ncccc1Cl)c1ccc2c(c1)OCCO2,-17%,4%,-2%,0.6%,7%,
COc1ccc(C2/C(=C(/O)c3ccc(C)cc3)C(=O)C(=O)N2CC2CCCO2)cc1OC (stereo not given),0%,-5%,-11%,i,0%,
Cc1ccc2c(c1)NC(=O)C(CC(=O)NCCCN1CCCC1=O)O2 (stereo not given),-11%,2%,14%,0.2%,4%,
COc1ccc(/C=C/C(=O)c2ccc[nH]2)c(OC)c1OC,-2%,7%,10%,10%,4%,
C=CCn1c(C)cc(C(=O)COC(=O)C2CC(=O)N(Cc3ccccc3)C2)c1C (stereo not given),3%,-8%,22%,1.3%,8%,
Cc1n[nH]c(=O)n1-c1ccc(C(C)C)cc1,5%,-10%,-16%,1.4%,9%,
CN(Cc1ccc(Cl)c(Cl)c1)C(=O)c1ccccc1SCC(=O)N1CCCC1,nt,nt,nt,9.1%,-4%,
CCOc1ccc(-n2c([S-])c(C(=O)Nc3ccc(S(=O)(=O)N4CCOCC4)cc3)[n+]3cc(C(N)=O)ccc23)cc1,0%,-6%,-1%,0.9%,16%,
CC(C)CCN1C(=O)c2ccc(C(=O)Nc3cccc(S(N)(=O)=O)c3)cc2C1=O,2%,-10%,4%,0.3%,5%,
CCC1Sc2ccccc2N(CC(=O)NCCC2=CCCCC2)C1=O (stereo not given),-3%,-1%,4%,i,-4%,
CC1CCc2onc(C(=O)O)c2C1 (stereo not given),-20%,3%,-6%,2.7%,-8%,
C/C(=N\Nc1ccccc1)c1cc2ccccc2oc1=O,1%,?,72%,0.9%,1%,
CCn1c(SCC(=O)N2CCN(c3ccccc3)CC2)nc2c([nH]c3ccccc32)c1=O,-15%,-7%,-1%,i,-13%,
COc1cccc(NC(=O)CCSc2nnc3scc(-c4ccccc4)n23)c1,-16%,-6%,-5%,2.8%,-5%,
COc1ccc(NC(=O)c2ccc(NS(=O)(=O)c3c(C)noc3C)cc2)cc1OC,-2%,0%,3%,3.0%,5%,
CCOc1ccc(Nc2oc(-c3ccco3)nc2C#N)cc1,-4%,?,8%,0.9%,4%,
COc1cc(C(=O)NCCc2cc3c(OC)ccc(OC)c3[nH]c2=O)cc(OC)c1OC,-7%,-3%,10%,1.8%,4%,
